Assay outcomes (PubChem BioAssay)
Coupling enz – inhibits coupling enzyme system, counter-screen for aldolase hits. coupling enzyme system counterscreen, AmpLite Red fluorescence. activity change, negative = inhibition, % at 58.2 µM, hits read low. 290,000 compounds, 0.67% hits; in the data active = activity change below about -30%; note: % is set by controls: 0 for no effect and ±100 for the full control effect
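Coupling enzymes only (glyceraldehyde-3-phosphate) + compound, at 57.5 uM final, 10 min RT; add substrate/coupling/AmpLite Red mix, 20 min RT; fluorescence ex 525/em 598 nm. Actives flag coupling-system interference.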
Giardia killer – Giardia lamblia killing | Giardia lamblia trophozoite viability | activity change, % at 7.66 µM, hits read low | 340,000 compounds, 0.15% hits; in the data active = activity change below about -80%; inconclusive = between about -30% and that limit;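 note: parasites exposed to compound for two days anaerobically before the ATP read; % is set by controls: 0 for no effect and ±100 for the full control effect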
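Media and compound were dispensed first, then trophozoites at 100 cells/well; plates sat 48 hrs at 37 deg C without oxygen before ATP luminescence reagent was added and read after 15-30 min at room temperature.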
USP2a block – USP2a (human) protease inhibition; AID 463254; 330,000 compounds, 0.01% hits; USP2 core, Ub-CHOP2 coupled fluorogenic reporter, 485/531; O75604; Potency, µM (doses to about 38.3 µM), without a hit: at the top dose activity change, negative = inhibition, usual class: inhibitors;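 note: potency is the fitted concentration of half-maximal effect; plate controls were DMSO wells for no effect and full inhibition by NEM control for full effect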
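Deubiquitinase activity read as fluorescence (485/531 nm) after Ub-CHOP2 cleavage activates the enterokinase reporter on its substrate; USP2 core 10nM, Ub-CHOP2 and substrate 25nM each, 30min compound preincubation then 60min RT; data normalized to NEM, curves fitted.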
Menin MLL FP TR – inhibitors of human menin-MLL interaction, mutant MLL peptide; O00255; Menin + Texas Red MLL mutant peptide, fluorescence polarization; Potency, µM (titrated, usually from 61.6 µM), inactives show at the top dose FP activity change, negative = inhibition, most hits filed as inhibitors; 270,000 compounds, 0.23% hits; AID 1768; active = well fitted inhibition curve with a large enough effect in the polarisation, with a control signal flat, not every such curve was filed as active; inconclusive = small, poorly fitted or top-dose-only effect, or effect the other way, or a change in a side signal; inactive = no such curve, though single readings can be large or run the other way; the % refers to the polarisation; note: potency is the fitted concentration of half-maximal effect; % of control where 0% means no effect; many of its hits are not listed in these tables
KCNH2 WT inh – blocks the wildtype human KCNH2 potassium channel; 340,000 compounds, 0.37% hits; U2OS, BacMam KCNH2, thallium flux FluxOr; stronger effect = lower value; activity change, % at 1.84 µM; Q12809;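 active = maximum activity change below -70%; inconclusive = maximum activity change between -70% and -50%; inactive = maximum activity change above -50%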; note: % is set by controls: 0 for no effect and ±100 for the full control effect
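U2OS cells were transduced with wild-type KCNH2 virus (2.03 x 10^8 / mL) for 4 h at room temperature, then cultured overnight at 37 C. Thallium flux was read with FluxOr dye. Rate constants were normalized to DMSO controls.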
B2AR arrestin – agonists driving beta-arrestin recruitment to human beta2-adrenergic receptor. P07550. beta-arrestin recruitment to beta2AR, cell-based reporter. Potency, µM (series often up to 46.1 µM), inactives show at the highest dose activation, most hits filed as activators. AID 492947. 330,000 compounds, 0.02% hits;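 note: potency is the fitted concentration of half-maximal effect; 0% = DMSO controls and full agonism = EC100 isoproterenol or metaproterenol; nearly all actives have a fitted effect of over 65% in size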
PKM2 activator – PKM2 (human) enzyme activation; AID 1631; Potency, µM (top dose mostly 57.5 µM), inactives show at the highest dose activation, usual class: activators; P14618; 260,000 compounds, 0.34% hits; purified PKM2, Kinase-Glo ATP luminescence, activation; response scale: 0% is enzyme alone, no compound; note: potency is the fitted concentration of half-maximal effect; % is set by controls: 0 for no effect and ±100 for the full control effect; nearly all actives have a fitted effect of over 55% in size
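Purified hPK-M2 (>95% pure) converted ADP (0.1 mM final) to ATP with 0.5 mM PEP in 50 mM imidazole pH7.2, KCl, MgCl2, Tween 20, BSA; 1 h at room temperature. ATP detected by Kinase-Glo luminescence.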
TRPV1 ag – activates the human vanilloid receptor TRPV1. TRPV1-expressing cells, Fluo-8 calcium influx, agonist mode. activation, % at 8.33 µM. 320,000 compounds, 0.19% hits; in the data active = activation above about 80%; inconclusive = between about 30% and that limit; note: 0% is about no effect
Target sequence (Q8NER1 whole entry, looked up): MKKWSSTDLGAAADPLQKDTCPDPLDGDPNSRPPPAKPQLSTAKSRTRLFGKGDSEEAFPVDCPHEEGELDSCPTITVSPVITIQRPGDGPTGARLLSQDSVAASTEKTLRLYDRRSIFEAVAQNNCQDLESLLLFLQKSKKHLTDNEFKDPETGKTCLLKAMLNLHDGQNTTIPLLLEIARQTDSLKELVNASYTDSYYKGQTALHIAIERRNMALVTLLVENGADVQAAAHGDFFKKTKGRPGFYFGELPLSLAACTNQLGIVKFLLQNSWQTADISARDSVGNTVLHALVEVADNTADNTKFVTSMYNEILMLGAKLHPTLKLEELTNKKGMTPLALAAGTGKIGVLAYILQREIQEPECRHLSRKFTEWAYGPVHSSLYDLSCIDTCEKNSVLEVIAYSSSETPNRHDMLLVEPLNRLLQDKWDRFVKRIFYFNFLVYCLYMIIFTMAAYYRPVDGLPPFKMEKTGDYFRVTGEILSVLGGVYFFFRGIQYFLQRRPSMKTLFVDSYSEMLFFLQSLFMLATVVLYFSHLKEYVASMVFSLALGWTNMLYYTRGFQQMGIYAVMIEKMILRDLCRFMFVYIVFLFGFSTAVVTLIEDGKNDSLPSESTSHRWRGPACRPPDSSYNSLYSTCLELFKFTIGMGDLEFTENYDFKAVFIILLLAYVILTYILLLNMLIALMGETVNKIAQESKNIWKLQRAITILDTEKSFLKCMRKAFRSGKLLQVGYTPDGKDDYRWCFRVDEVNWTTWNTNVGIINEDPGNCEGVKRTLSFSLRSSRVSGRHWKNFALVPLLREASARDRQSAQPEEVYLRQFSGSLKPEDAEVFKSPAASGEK
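Cells expressing TRPV1 were dye-loaded with Fluo-8 and read kinetically: 10 s baseline, 3 min after compound (agonist portion), then 2 min after EC20 capsaicin (allosteric enhancer portion). Calcium-bound dye fluorescence at 480/520 nm.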
MLL CXXC-DNA inh – blocks binding of human MLL CXXC domain to DNA | Potency, µM (doses to about 115 µM), inactives show at the highest dose activity change, negative = inhibition, most hits filed as inhibitors | MLL-CXXC / FITC-HOXA9 DNA fluorescence polarization | 290,000 compounds, 0.037% hits | Q03164; active = well fitted inhibition curve with a large enough effect in the polarisation, with a control signal flat, not every such curve was filed as active; inconclusive = small, poorly fitted or top-dose-only effect, or effect the other way, or a change in a side signal; inactive = no such curve, though single readings can be large or run the other way; the % refers to the polarisation; note: potency is the fitted concentration of half-maximal effect
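Purified MLL-CXXC (added from a 7 uM solution) was preincubated 5 min at ambient with pinned compounds in 50 mM Tris-HCl pH 7.5, 50 mM NaCl, 1 mM DTT, 0.05% BSA. Fluorescein-labeled HOX-A9 DNA (50 nM solution) followed, 30 min, then polarization read.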
KCNH2 3.1 block – inhibitors of human KCNH2 3.1 potassium channel isoform; U2OS KCNH2 3.1, thallium flux FluxOr; stronger effect = lower value; activity change, % (tested at about 1.8 µM); 340,000 compounds, 0.95% hits; AID 720553;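 active = maximum activity change below -70%; inconclusive = maximum activity change from -70% to -50%; inactive = maximum activity change above -50%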;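 note: thallium influx rate constant from kinetic fluorescence after stimulation buffer; % is set by controls: 0 for no effect and ±100 for the full control effect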
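FluxOr-based Tl+ influx in U2OS cells transduced with KCNH2 3.1 virus; rate constants normalized to DMSO controls.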
GALK inhibitor – blocks human galactokinase activity; P51570; Purified GALK, Kinase-Glo residual ATP luminescence; Potency, µM (series often up to 57.5 µM), for inactives: top-dose activity change, negative = inhibition, actives largely listed as inhibitors; 270,000 compounds, 0.007% hits; note: potency is the fitted concentration of half-maximal effect; % is set by controls: 0 for no effect and ±100 for the full control effect
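Compounds were pin-transferred into ATP buffer (35 uM final), then GALK plus galactose (5 nM, 100 uM final) was added. After 1 h at room temperature, Kinase-Glo Plus was added and luminescence read after 10 min.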
* marks the source's active call; other numbers are inactive results; [ ] = dose if it differs, or a comment. Unless noted, calls come from the whole dose curve; as a rule, active = well fitted curve in the direction sought with a large enough effect; inconclusive = small, poorly fitted or top-dose-only effect, or another doubt; inactive = no such curve, though single readings can be large; an effect the other way counts as inactive or inconclusive. Only part of the results is shown. The share of hits here may be higher or lower than overall.

`Brc1ccc(/C=N/Nc2ccc3ccccc3n2)cc1` gave Coupling enz -3, Giardia killer -8, USP2a block 1%, Menin MLL FP TR inconclusive, KCNH2 WT inh 18, B2AR arrestin -0.5%, PKM2 activator 0%, TRPV1 ag 2, MLL CXXC-DNA inh 49%[activator], KCNH2 3.1 block -41 and GALK inhibitor 1%.
For CCOC(=O)C1CCN(S(=O)(=O)c2nc3nc(C)cc(C)n3n2)CC1 the results were Coupling enz -2, Giardia killer -5, USP2a block 1%, Menin MLL FP TR inconclusive, KCNH2 WT inh 0, B2AR arrestin -0.5%, PKM2 activator 2%, TRPV1 ag 3, MLL CXXC-DNA inh 2%, KCNH2 3.1 block 7 and GALK inhibitor -1%.
`CCn1c(CNC(=O)c2cccs2)nnc1SCC(=O)Nc1cc(Cl)ccc1C` gave Coupling enz 8, Giardia killer 21, USP2a block -5%, Menin MLL FP TR 3%, KCNH2 WT inh -4, B2AR arrestin -0.7%, PKM2 activator -1%, TRPV1 ag 3, MLL CXXC-DNA inh 2%, KCNH2 3.1 block 4 and GALK inhibitor 4%.
For CCOC(=O)C1CCN(Cc2nnc(-c3cccc(Br)c3)o2)CC1 the results were Coupling enz 3, Giardia killer 3, USP2a block 1%, Menin MLL FP TR -14%, KCNH2 WT inh -8, B2AR arrestin 0.1%, TRPV1 ag 0, MLL CXXC-DNA inh 5%, KCNH2 3.1 block -3 and GALK inhibitor -1%.
Screening O=C(Nc1ccc2c(c1)OCCO2)C1CC(c2ccccc2Cl)=NO1 (stereo unspecified) returned Coupling enz 1, Giardia killer -1, USP2a block 6%, Menin MLL FP TR inconclusive, KCNH2 WT inh -6, B2AR arrestin -1.0%, TRPV1 ag inconclusive, MLL CXXC-DNA inh inconclusive and KCNH2 3.1 block 0.
For CC(=O)c1cccc(OCc2cc(C(=O)N(C)Cc3cnccn3)no2)c1 the results were Coupling enz 1, Giardia killer -8, USP2a block 1%, Menin MLL FP TR -5%, KCNH2 WT inh -2, B2AR arrestin -0.9%, PKM2 activator -5%, TRPV1 ag 7, MLL CXXC-DNA inh -2%, KCNH2 3.1 block 1 and GALK inhibitor 3%.
CC1=C(C(=O)OC(C)C)C(c2coc3ccccc3c2=O)C2=C(CCCC2=O)N1 (stereo unspecified) was read as Coupling enz 2, Giardia killer -7, USP2a block -2%, Menin MLL FP TR 10%, KCNH2 WT inh -5, B2AR arrestin 0.2%, PKM2 activator 6%, TRPV1 ag 5, MLL CXXC-DNA inh 7%, KCNH2 3.1 block -2 and GALK inhibitor 3%.
`CCCn1c(C(Cc2ccccc2)NC(=O)COC)nc2ccccc21` (stereo unspecified) gave Coupling enz -1, Giardia killer 0, USP2a block 1%, Menin MLL FP TR -29%, KCNH2 WT inh 6, B2AR arrestin 0.3%, PKM2 activator 23%, TRPV1 ag inconclusive, MLL CXXC-DNA inh 8%, KCNH2 3.1 block -1 and GALK inhibitor -3%.
`COc1ccc(C(CC(=O)O)NS(=O)(=O)c2ccc3c(c2)N(C(C)=O)CC(C)O3)cc1` (stereo unspecified) gave Coupling enz 3, Giardia killer 11, USP2a block 2%, Menin MLL FP TR 12%, KCNH2 WT inh 10, B2AR arrestin -1.0%, PKM2 activator 1%, TRPV1 ag -4, MLL CXXC-DNA inh 33%[activator], KCNH2 3.1 block -6 and GALK inhibitor 8%.
For COc1cc(C(=O)NCC(=O)NCCN2C(=O)S/C(=C\c3ccccc3Cl)C2=O)cc(OC)c1OC the results were Giardia killer -17, USP2a block 0%, KCNH2 WT inh -8, B2AR arrestin -0.1%, TRPV1 ag -3 and KCNH2 3.1 block -1.
`COc1ccc(OCc2cc(C(=O)N(C)C3CCOC3)no2)c(Cl)c1` (stereo unspecified) gave Giardia killer 28, USP2a block 0%, KCNH2 WT inh 0, B2AR arrestin -0.6%, PKM2 activator 2%, TRPV1 ag 27, MLL CXXC-DNA inh 17%, KCNH2 3.1 block -6 and GALK inhibitor 5%.
Screening COc1ccc(C2=NC(CO)(CO)CO2)cc1 returned Coupling enz 0, Giardia killer 4, USP2a block 2%, Menin MLL FP TR -3%, KCNH2 WT inh -3, B2AR arrestin -0.1%, PKM2 activator 1%, TRPV1 ag -2, MLL CXXC-DNA inh -2% and GALK inhibitor 8%.
CCS(=O)(=O)N1N=C(c2ccc(NS(C)(=O)=O)cc2)CC1c1ccccc1 (stereo unspecified) was read as Coupling enz -1, Giardia killer -3, USP2a block 4%, Menin MLL FP TR -16%, KCNH2 WT inh -33, B2AR arrestin -0.6%, PKM2 activator -1%, TRPV1 ag -1, MLL CXXC-DNA inh 3%, KCNH2 3.1 block 5 and GALK inhibitor 0%.
CCOC(=O)c1sc(NC(=O)CCN2CCN(CC)CC2)c(C(=O)OCC)c1C was read as Coupling enz 0, Giardia killer 22, USP2a block -6%, Menin MLL FP TR -9%, KCNH2 WT inh 0, B2AR arrestin 0.1%, PKM2 activator 3%, TRPV1 ag 8, MLL CXXC-DNA inh -4%, KCNH2 3.1 block -18 and GALK inhibitor 1%.
Screening CN(CC(=O)Nc1ccccc1Cl)C(=O)COC(=O)c1ccc([N+](=O)[O-])cc1Cl returned Giardia killer 9, USP2a block 3%, KCNH2 WT inh -17, B2AR arrestin -0.9%, TRPV1 ag 12 and KCNH2 3.1 block -3.
For Cn1cccc1/C=C1/SC(=S)N(CC(=O)O)C1=O the results were Coupling enz 6, Giardia killer -16, USP2a block 25%, Menin MLL FP TR -6%, KCNH2 WT inh 3, B2AR arrestin -0.1%, PKM2 activator 2%, TRPV1 ag 3, MLL CXXC-DNA inh 134%[activator], KCNH2 3.1 block 7 and GALK inhibitor -3%.
Screening C/C(CC(=O)NCc1ccco1)=N\NC(=O)Cc1ccc(Cl)cc1 returned Coupling enz 6, Giardia killer -1, USP2a block 0%, Menin MLL FP TR 0%, KCNH2 WT inh 4, B2AR arrestin -1.1%, PKM2 activator 1%, TRPV1 ag 4, MLL CXXC-DNA inh -9%, KCNH2 3.1 block -11 and GALK inhibitor -3%.
`CN(C)S(=O)(=O)c1ccc(S(=O)(=O)NCc2cccs2)cc1` gave Coupling enz 1, Giardia killer -8, USP2a block 1%, KCNH2 WT inh -8, B2AR arrestin 0.1%, TRPV1 ag 1, MLL CXXC-DNA inh 0%, KCNH2 3.1 block -11 and GALK inhibitor 4%.
For Cc1nn(-c2ccc(F)cc2)c(Cl)c1/C=C(\CCC(=O)O)c1nc2ccccc2s1 the results were Coupling enz 0, Giardia killer 0, USP2a block -1%, Menin MLL FP TR inconclusive, KCNH2 WT inh -9, B2AR arrestin 0.3%, PKM2 activator -2%, TRPV1 ag 2, MLL CXXC-DNA inh 24%, KCNH2 3.1 block 6 and GALK inhibitor -10%.
For COc1ccccc1-n1cnnc1SCC(=O)c1ccc[nH]1 the results were Coupling enz -1, Giardia killer 5, USP2a block 3%, Menin MLL FP TR -6%, KCNH2 WT inh 2, B2AR arrestin -0.4%, PKM2 activator 6%, TRPV1 ag -3, MLL CXXC-DNA inh 3%, KCNH2 3.1 block 13 and GALK inhibitor -6%.
O=C(CCOc1ccccc1)Nc1ccccc1[N+](=O)[O-] was read as Coupling enz -2, Giardia killer 3, USP2a block 1%, Menin MLL FP TR 12%, KCNH2 WT inh -7, B2AR arrestin 0.2%, PKM2 activator 1%, TRPV1 ag 2, MLL CXXC-DNA inh -3%, KCNH2 3.1 block 20 and GALK inhibitor 4%.
O=c1oc(-c2cccc([N+](=O)[O-])c2)nc2ccccc12 was read as Coupling enz 0, Giardia killer 1, USP2a block -5%, Menin MLL FP TR inconclusive, KCNH2 WT inh -1, B2AR arrestin -0.9%, PKM2 activator -1%, TRPV1 ag -2, MLL CXXC-DNA inh -17%, KCNH2 3.1 block 1 and GALK inhibitor 0%.
`CCOC(=O)C1CCCn2c1nc1sc3c(c1c2=O)CCCC3` (stereo unspecified) gave Coupling enz -3, Giardia killer 5, USP2a block 0%, Menin MLL FP TR inconclusive, KCNH2 WT inh 13, B2AR arrestin 0.2%, PKM2 activator 4%, TRPV1 ag 18, MLL CXXC-DNA inh 7%, KCNH2 3.1 block 18 and GALK inhibitor -1%.
